MrgX1 agonist: agonists of human MrgX1 receptor, primary screen, HEK293 cells, Fluo-4 calcium flux. Mas-related G-protein coupled receptor member X1 (Homo sapiens), Q96LB2. Fluo-4 calcium fluorescence, agonist mode; hits give high values. B-score at 10 µM. 0.44% of 310,000 active;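 active means calcium response B-score plate-corrected fluorescence ratio at least 3 library SD, with starting fluorescence B-score inside 5 SD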
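Material: MrgX1-expressing HEK293 cells / Dosing: compound as first of three additions / Incubation: overnight seeding, then 1 h dark dye loading / Signal: Fluo-4 NW calcium fluorescence / Evaluation: B-scored fluorescence response ratio / Benchmarks: positive and negative control wells on each plate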
ANO1 activ: TMEM16A chloride channel activators or potentiators, primary screen, cell-based, HTS. Anoctamin-1 (Mus musculus), Q8BHY3. B-score at 10 µM. HEK293 TMEM16A/YFP-H148Q/I152L, iodide quench fluorescence; hits give low values. 0.3% of 340,000 active;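 active means fluorescence-ratio B-score plate-corrected deviation score at least 3 library SD below zero, with starting fluorescence score within 5 deviations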;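 further: channel opened by trigger with iodide after compound preincubation; score built on the fluorescence ratio of max minus min over baseline; more negative score means more quench and so TMEM16A activation or potentiation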
RGS4 act: RGS4 potentiators or activators, primary screen, cell-based, HEK293 M3R inducible RGS4, calcium flux. AID 463111, 2010. 0.92% of 310,000 active. B-score at 10 µM. carbachol calcium flux Fluo4; hits give low values;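 active means B-score of the integrated calcium signal more than 4 SD below the library mean, with starting fluorescence not abnormally high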;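 further: negative B-score means reduced calcium response which marks RGS4 activation or potentiation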
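test system = HEK293 cells with stable M3R and inducible RGS4 | schedule = recording 10 s baseline at 1 Hz, 100 s post-agonist | technique = Fluo4-AM (2 µM) calcium-flux fluorescence, kinetic read | measure = Agonist-evoked peak-minus-minimum fluorescence over baseline, integrated ratio, B score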
KCNK3 inh: human KCNK3 channel inhibitors, primary screen, CHO cells, FluxOR thallium flux, B-score; B-score at 10 µM; 0.84% of 340,000 active; FluxOR fluorescence; hits give low values; Potassium channel subfamily K member 3 (Homo sapiens), O14649;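 active means B-score under library mean minus 4 SD, starting fluorescence ratio at most library mean plus 5 SD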;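 further: more negative B-score means stronger inhibition of thallium flux through KCNK3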
RGS4 inh: RGS4 inhibitors, primary screen, cell-based, HEK293 M3R inducible RGS4, calcium flux. Regulator of G-protein signaling 4 (Homo sapiens), P49798. 0.45% of 310,000 active. AID 463165, 2010. B-score at 10 µM. Fluo-4 calcium flux; hits give high values; triggered by carbachol at its EC20;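 active means B-score, a plate-corrected calcium signal, over three deviations above library mean, with baseline fluorescence within five deviations of library mean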;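 further: RGS4 expression induced by doxycycline in cells with stable M3 receptor; B-score is computed from the integrated fluorescence ratio over baseline after carbachol; higher B-score means a larger calcium signal and so more RGS4 inhibition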
MrgX1 PAM: positive allosteric modulators of MrgX1, primary screen, HEK293 cells, Fluo-4 calcium flux | B-score at 10 µM | FDSS; hits give high values | Mas-related G-protein coupled receptor member X1 (Homo sapiens), Q96LB2 | 0.63% of 310,000 active | AID 588675, 2011;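 active means plate-corrected calcium response at least 3 library SD above typical, normal starting fluorescence, not activating the receptor alone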;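 further: compound read alongside a low EC10 to EC30 dose of BAM8-22 agonist; peak minus trough fluorescence over baseline measured at the second addition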
hERG rescue: hERG rescue from dofetilide block, primary screen, cell-based, CHO-hERG, FluxOR thallium flux, dofetilide IC70; dofetilide IC70 present; Voltage-gated inwardly rectifying potassium channel KCNH2 (Homo sapiens), Q12809; AID 1511, 2009; 0.51% of 310,000 active; activation (rescue from dofetilide block), less the hit threshold, % at 10 µM;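 active means activation above the mean of controls blocked by dofetilide plus 5 SD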;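 further: thallium influx through hERG after potassium depolarization seen as dye fluorescence rise; in these data hits start at about 4.7%; inactives centre near -7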
Target sequence (Q12809 whole entry, looked up): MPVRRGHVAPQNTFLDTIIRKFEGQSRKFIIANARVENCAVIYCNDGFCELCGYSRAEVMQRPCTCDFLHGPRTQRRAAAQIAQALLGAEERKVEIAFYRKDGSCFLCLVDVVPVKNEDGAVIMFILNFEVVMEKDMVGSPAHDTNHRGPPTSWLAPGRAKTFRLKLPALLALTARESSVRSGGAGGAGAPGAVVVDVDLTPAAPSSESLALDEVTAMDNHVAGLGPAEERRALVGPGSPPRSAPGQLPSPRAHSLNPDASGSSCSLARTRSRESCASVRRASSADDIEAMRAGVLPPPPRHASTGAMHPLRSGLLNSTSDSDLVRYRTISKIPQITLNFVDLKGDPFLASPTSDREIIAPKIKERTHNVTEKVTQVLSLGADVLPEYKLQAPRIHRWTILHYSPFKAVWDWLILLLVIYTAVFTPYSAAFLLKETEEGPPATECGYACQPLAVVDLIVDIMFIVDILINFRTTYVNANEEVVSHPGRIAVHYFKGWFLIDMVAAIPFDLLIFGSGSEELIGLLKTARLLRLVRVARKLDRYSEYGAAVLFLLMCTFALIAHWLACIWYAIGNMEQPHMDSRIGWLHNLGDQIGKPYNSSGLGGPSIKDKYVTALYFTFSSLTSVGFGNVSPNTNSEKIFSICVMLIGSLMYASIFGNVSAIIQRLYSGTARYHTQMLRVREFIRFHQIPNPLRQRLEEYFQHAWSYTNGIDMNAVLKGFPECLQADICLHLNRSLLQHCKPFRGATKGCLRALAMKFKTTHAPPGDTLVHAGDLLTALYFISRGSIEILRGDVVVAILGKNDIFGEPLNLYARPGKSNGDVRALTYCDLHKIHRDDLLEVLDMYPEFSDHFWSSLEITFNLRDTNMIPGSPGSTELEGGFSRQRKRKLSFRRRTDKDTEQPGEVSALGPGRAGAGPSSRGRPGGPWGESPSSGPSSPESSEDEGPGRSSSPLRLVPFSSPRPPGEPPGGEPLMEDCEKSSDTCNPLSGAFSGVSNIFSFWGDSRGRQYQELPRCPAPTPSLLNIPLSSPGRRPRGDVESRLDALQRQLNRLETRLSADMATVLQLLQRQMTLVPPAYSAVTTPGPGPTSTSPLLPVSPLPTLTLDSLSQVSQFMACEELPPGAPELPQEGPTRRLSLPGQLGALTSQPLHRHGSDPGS
KCNQ1 block: inhibitors of human KCNQ1 channel, primary screen, cell-based, thallium flux, high-throughput; CHO-K1 KCNQ1, FluxOR thallium flux fluorescence; hits give high values; B-score at 10 µM; AID 2642, 2010; Potassium voltage-gated channel subfamily KQT member 1 (Homo sapiens), P51787; 1.3% of 310,000 active;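 active means compounds whose thallium flux B-score, printed positive for inhibition, exceeds three library SD while starting fluorescence stays within three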;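 further: channel opened by potassium depolarization with thallium stimulus after 20 min compound exposure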
KCNK9 block: KCNK9 potassium channel inhibitors, primary screen, HEK293 cells, thallium flux; FluxOR thallium flux fluorescence; hits give low values; B-score at 10 µM; 1.2% of 310,000 active; AID 488922, 2010;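 active means ratio B-score over 3 SD below the library mean, with starting fluorescence within 5 SD of its mean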;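 further: negative B-score means less thallium flux so channel inhibition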
KCNQ1 act: potentiators or activators of KCNQ1 channel, primary screen, cell-based, thallium flux, high-throughput; Potassium voltage-gated channel subfamily KQT member 1 (Homo sapiens), P51787; CHO-K1 KCNQ1, thallium flux FluxOR fluorescence; hits give high values; B-score at 10 µM; 0.35% of 310,000 active; AID 2648, 2010;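 active means fluorescence ratio B-score, a plate-corrected score, at least three library SD, with initial intensity B-score within 5 SD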
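Medium – assay buffer, equal DMSO in all wells · Material – CHO-K1 cell line with stable KCNQ1 potassium channel expression · Signal – kinetic FluxOR thallium fluorescence, 10-s 1-Hz baseline, 110-s post-stimulus read · Compound – single concentration per compound, DMSO matched to controls · Schedule – 37 °C overnight plating, 90-min dark dye load, 20-min compound pretreatment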
ANO1 block: TMEM16A chloride channel inhibitors, primary screen, cell-based, HTS. Anoctamin-1 (Mus musculus), Q8BHY3. HEK293 TMEM16A/YFP iodide influx fluorescence, ionomycin. normalized B-score (activity score, 25-100; higher = stronger inhibition) at 10 µM. 1.2% of 310,000 active;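 active means ratio plate-corrected score three or more library SD toward inhibition, starting fluorescence score within five deviations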;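 further: score derived from kinetic fluorescence span divided by baseline fluorescence per well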
Active calls of the source: *; i = inactive; . = no result given.

Every second line gives: KCNK3 inh	KCNQ1 block	ANO1 block	KCNK9 block	MrgX1 PAM	KCNQ1 act	RGS4 inh	hERG rescue	ANO1 activ	MrgX1 agonist	RGS4 act
1: C#Cc1ccc([C@@H]2C=C(C(=O)OCC=C)O[C@H](OCC)[C@H]2CCCO)cc1
→ i	i	i	i	i	i	i	-5	i	i	i
2: Cc1cccc(OCC(=O)N2CCN(C(=O)c3ccco3)CC2)c1
→ i	i	i	i	i	i	i	-4	i	i	i
3: CCOC(=O)c1cc(NC(=O)C2CCCO2)cc(C(=O)OCC)c1 (stereo not drawn)
→ i	i	i	i	i	i	i	-10	i	i	i
4: CN(CCOc1ccccc1)C(=S)Nc1ccc(OC(F)F)cc1
→ i	i	i	i	i	i	i	-4	i	i	i
5: Cc1ccc(C)c2c1N(Cc1ccccc1)C(=O)C21OCCO1
→ i	i	i	i	i	i	i	-2	i	i	i
6: CCCNC(=O)NC(=O)CN1C(=O)NC(C)(c2ccc(C)cc2)C1=O (stereo not drawn)
→ i	i	i	i	i	i	i	-12	i	i	i
7: CN1CCCC(OC(=O)CCCC(=O)OC2CCCN(C)C2)C1 (stereo not drawn)
→ i	i	i	i	i	i	i	-5	i	i	i
8: O=C(O)CC1c2ccccc2CCN1S(=O)(=O)c1ccc(F)cc1 (stereo not drawn)
→ i	i	i	i	i	i	i	-4	i	i	i
9: COC(=O)c1c(C)[nH]c(/C=N/Nc2ccccc2)c1C
→ i	i	i	i	i	i	i	-12	i	i	i
10: CCOc1ccccc1NC(=O)CSc1cn[nH]n1
→ i	i	i	i	i	i	i	-12	i	i	i
11: COCCN(C(=S)Nc1ccc(C)c(C)c1)C(C)c1ccco1 (stereo not drawn)
→ i	i	i	i	i	i	i	-7	i	i	i
12: COc1cc(OC)nc(Oc2ccccc2/C=N/O)n1
→ i	i	i	i	i	i	i	-6	i	i	i
13: CCOc1ccc(OCCCC(=O)NNC(=O)c2ccncc2)cc1
→ i	i	i	i	i	i	i	-7	i	i	i
14: Cc1c(S(=O)(=O)N2CCC(C)CC2)c(=O)n(C)c(=O)n1C
→ i	i	i	i	i	i	i	-1	i	i	i
15: Cc1ccc2nc3ccc(N4CCCCCCC4)nn3c(=O)c2c1
→ i	i	i	i	i	i	i	-4	i	i	i
16: COc1cc(C=O)c(-c2c(C=O)cc(OC)c3c2OCO3)c2c1OCO2
→ i	i	i	i	i	i	i	-11	i	i	i
17: CC(=O)N1CCc2cc(S(=O)(=O)CCC(=O)Nc3c(C)n(C)n(-c4ccccc4)c3=O)ccc21
→ i	i	i	i	i	i	i	-5	i	i	i
18: O=C(N/N=C/c1ccc2c(c1)OCO2)C(O)c1ccccc1 (stereo not drawn)
→ i	i	i	i	i	i	i	-5	i	i	i
19: CC(C)c1ccc(/C=N\NC(=O)c2ccc(Cn3cccn3)o2)cc1
→ i	i	i	i	i	i	i	-11	i	i	i
20: CN(C)S(=O)(=O)c1cc(NC(=O)COC(=O)C2CSC3(C)CCC(=O)N23)ccc1Cl (stereo not drawn)
→ i	i	i	i	i	i	i	-5	i	i	i
21: Nc1ccc(S(=O)(=O)Nc2ccc(S(N)(=O)=O)cc2)cc1
→ i	i	i	i	i	i	i	-3	i	i	i
22: C=C/C(C)=C/C[C@H]1C(=C)CCC2[C@](C)(C(=O)O)CCC[C@@]21C (stereo partly drawn)
→ i	.	i	.	7.4*	.	.	.	i	i	.
23: CCC1=NC(c2ccc(OC)cc2OC)N(O)C1(C)C (stereo not drawn)
→ i	i	i	i	i	i	i	-8	i	i	i
24: Cn1c(SCC(=O)c2ccccc2F)nnc1C1CC1
→ i	i	i	i	i	i	i	-6	i	i	i
25: Nn1c(SCC(=O)Nc2ccc3c(c2)OCO3)nnc1C(F)(F)F
→ i	i	i	i	i	i	i	-5	i	i	i
26: COc1cc(CNc2ncnc3c2[nH]c2ccc(C)cc23)cc(OC)c1
→ i	i	i	i	i	i	i	-13	i	i	i
27: COc1ccc(Nc2nc3c(c(=O)n(C)c(=O)n3C)n2CCO)cc1
→ i	i	i	i	i	i	i	-5	i	i	i
28: NC(=O)c1cc(-c2ccncc2)nc2ccc(Cl)cc12
→ i	i	i	i	i	i	i	-19	i	i	i
29: COc1ccc(OC)c(NC(=O)Nc2nnc(N3CCC(C)CC3)s2)c1
→ i	i	i	i	i	i	i	-7	i	i	i
30: Cc1c(NC(=O)c2cccc(NS(C)(=O)=O)c2)c(=O)n(-c2ccccc2)n1C
→ i	i	i	i	i	i	i	-7	i	i	i
31: CN(C)C(=O)/C(=C/c1cn(-c2ccccc2)nc1-c1cccc([N+](=O)[O-])c1)NC(=O)c1ccccc1
→ i	i	i	i	i	i	i	-10	i	i	i
32: Cc1c(C(=O)NC(C)C2CC3CCC2C3)cccc1[N+](=O)[O-] (stereo not drawn)
→ i	i	i	i	i	i	i	-8	i	i	i
33: O=C(NCc1cccs1)c1cccc(S(=O)(=O)N2CCCCC2)c1
→ i	i	i	i	i	i	i	-9	i	i	i
34: CC(=NC1CCN(Cc2ccccc2)CC1)c1c(O)[nH]c(=O)[nH]c1=O
→ i	i	i	i	i	i	i	-14	i	i	i
35: COc1ccc(N/N=C(/C(N)=O)C2=NC(C)(C)Cc3ccccc32)cc1
→ i	i	i	i	i	i	i	-1	i	i	i
36: COc1ccc(N(CC(=O)N2CCc3ccccc3C2)S(=O)(=O)c2ccccc2)cc1
→ i	i	i	i	i	i	i	-4	i	i	i
37: CCC(=O)N1c2ccc(S(=O)(=O)N3CCCCC3)cc2CC1C (stereo not drawn)
→ i	i	i	i	i	i	i	-9	i	i	i
38: Cc1ccc2ncnc(Nc3ccccc3)c2c1
→ i	i	i	i	i	i	i	-2	i	i	i
39: COc1ccc(-n2c(C)nc3c(cnn3-c3ccccc3)c2=O)cc1
→ i	i	i	i	i	i	i	-12	i	i	i
40: CC1CCCN(CCCNC(=O)C2CCN(S(=O)(=O)N3CCC4(CC3)OCCO4)CC2)C1 (stereo not drawn)
→ i	i	i	i	i	i	i	-8	i	i	i
41: CCc1cc2c(=O)n(N)c(CCC(=O)O)nc2s1
→ i	i	i	i	i	i	i	1	i	i	i
42: CCn1cc(/C=N/NC(=O)c2cc3c(ccc4ccccc43)o2)c2ccccc21
→ i	i	i	i	i	i	i	-11	i	i	i
43: Cc1ccc(S(=O)(=O)NC(C)(C)CN2CCC(Cc3ccccc3)CC2)cc1
→ i	i	i	i	i	i	i	-12	i	i	i
44: COc1ccccc1C1CCN(c2ccc([N+](=O)[O-])c(OC)c2)CC1
→ i	i	i	i	i	i	i	-12	i	i	i
45: Cc1csc(SCC(=O)Nc2cc(S(=O)(=O)N3CCOCC3)ccc2N2CCOCC2)n1
→ i	i	i	i	i	i	i	-12	i	i	i
46: COc1ccccc1N/C=C(\C#N)c1nc2ccccc2[nH]1
→ i	i	i	i	i	i	i	-8	i	i	i
47: COc1ccc(/C=N/n2c(C)cc(C)c(C(N)=O)c2=O)cc1
→ i	i	i	i	i	i	i	6.5*	i	i	i
48: CCOC(=O)[C@@H]1[C@H]2COc3ccccc3[C@@H]2N2C(=O)N(c3ccc(OC)cc3)C(=O)[C@@]12C
→ i	i	i	i	i	i	i	-4	i	i	i
49: CCC(=O)NCc1cc(-c2nn(C)c(=O)c3ccccc23)ccc1C
→ i	i	i	i	i	i	i	-8	i	i	i
50: O=C(N/N=C/c1cccc(OC(=O)c2ccco2)c1)c1ccc(F)cc1
→ i	i	i	i	i	i	i	-3	i	i	i

New compounds follow.
Every second line gives: KCNK3 inh	KCNQ1 block	ANO1 block	KCNK9 block	MrgX1 PAM	KCNQ1 act	RGS4 inh	hERG rescue	ANO1 activ	MrgX1 agonist	RGS4 act
51: O=C(NCCC(=O)N1CCN(c2ccccn2)CC1)c1ccc(Br)cc1
→ i	i	i	i	i	i	i	-11	i	i	i
52: CCC(CC)NCc1ccc2c(c1)c1ccccc1n2CC
→ i	i	i	i	i	i	i	-24	i	i	i
53: COc1ccc(Nc2ncnc3ccc(C)cc23)cc1
→ i	i	i	i	i	i	i	1	i	i	i
54: CCCOc1ccc(C2NC(=O)NC(c3ccccc3)=C2C(C)=O)cc1OCC (stereo not drawn)
→ i	i	i	i	i	i	i	-8	i	i	i
55: Cc1nc2ncnn2c(C)c1CCC(=O)NCc1ccccc1
→ i	i	i	i	i	i	i	-6	i	i	i
56: CC(=O)c1ccc2noc(-c3cccc(F)c3)c2c1
→ i	i	i	i	i	i	i	-4	i	i	i
57: CCOC(=O)C1CCN(C(=O)c2ccc(SC)cc2OC)CC1
→ i	i	i	i	i	i	i	-11	i	i	i
58: Cc1cccc2sc(N(CCCN(C)C)C(=O)c3ccc(C(=O)c4ccccc4)cc3)nc12
→ i	i	i	i	i	i	i	-23	i	i	i
59: Cc1ccc[n+](CC(=O)Nc2cccc([N+](=O)[O-])c2)c1
→ i	i	i	i	i	i	i	-9	i	i	i
60: Cc1cc(OC(=O)N2CCOCC2)cc(C)c1Cl
→ i	i	i	i	i	i	i	-5	i	i	i
61: Cc1nn(-c2ncc(C(F)(F)F)cc2Cl)c(=O)n1-c1cccc(Cl)c1
→ i	i	i	i	i	i	i	-13	i	i	i
62: CCN1C(=O)C(CC(=O)Nc2ccccc2)N(Cc2ccccn2)C1=S (stereo not drawn)
→ i	i	i	i	i	i	i	-3	i	i	i
63: O=C1COc2ccc(S(=O)(=O)N3CCN(c4ccccc4F)CC3)cc2N1
→ i	i	i	i	i	i	i	-9	i	i	i
64: CCOC(=O)c1sc(NC(=O)COc2ncnc3ccccc23)c(C(=O)OCC)c1C
→ i	i	i	i	i	i	i	-5	i	i	i

Screening results (PubChem)
